Screening data (PubChem)
KKLEB tox: reduces viability of KKLEB cystic fibrosis airway cells. KKLEB CF airway cells viability, ATPlite luminescence, overnight; active compounds read low; cells stimulated with P. aeruginosa culture filtrate. hit rate 0.36% among 360,000. activity change (cytotoxicity), % at 5 µM;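 active = corrected activity change at or below -50% at 5 µM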
CF NFkB inh: cystic fibrosis NF-kB activation inhibition; hit rate 0.86% among 360,000; inhibition, % at 5 µM; KKLEB NF-kB-GFP reporter, PAF-induced, GFP fluorescence overnight;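 active = at least 50% inhibition at 5 µM, scaled per plate between neutral and stimulator controls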;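 also: PAF is a Pseudomonas aeruginosa culture filtrate used as stimulus; plate controls were PAF-stimulated DMSO wells for no effect and unstimulated DMSO wells for full effect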
Vif imaging: blocks HIV Vif function; hit rate 0.35% among 340,000; AID 602346; inhibition, % at 7.49 µM; HEK293T cells, Vif self-association by quenched fluorescence, imaging, 24 h; in the data active = inhibition above about 50%, passing the limit was not always enough; also: some results filed as inactive read as strong as hits
TRPM1 prom inh: inhibitors of MITF-driven TRPM1 promoter in melanoma cells; SK-MEL-5 TRPM1 promoter luciferase, 24 h; inhibition, % at 12.5 µM; hit rate 0.83% among 330,000; AID 488899;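 active = mean inhibition across replicates of 60% or more, whatever share of single replicates reaches that level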; also: values of inactives mirror those of a sister screen read the other way
NR2E3 ag-1: human photoreceptor-specific nuclear receptor agonism. Q9Y5X4. CHO-S Gal4-NCOR/VP16-NR2E3 two-hybrid, luciferase. inhibition of corepressor binding, % at 3.98 µM. hit rate 0.35% among 360,000. AID 602229;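 active = inhibition above the mean of all tested compounds plus 3 SD, cut at about 70% in these data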;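 also: 0% = DMSO with NR2E3 transfected cells and 100% = cells lacking NR2E3 construct; higher means lower luciferase signal from less NR2E3 corepressor binding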
Target sequence (Q9Y5X4 whole entry, looked up, the tested form may be a part): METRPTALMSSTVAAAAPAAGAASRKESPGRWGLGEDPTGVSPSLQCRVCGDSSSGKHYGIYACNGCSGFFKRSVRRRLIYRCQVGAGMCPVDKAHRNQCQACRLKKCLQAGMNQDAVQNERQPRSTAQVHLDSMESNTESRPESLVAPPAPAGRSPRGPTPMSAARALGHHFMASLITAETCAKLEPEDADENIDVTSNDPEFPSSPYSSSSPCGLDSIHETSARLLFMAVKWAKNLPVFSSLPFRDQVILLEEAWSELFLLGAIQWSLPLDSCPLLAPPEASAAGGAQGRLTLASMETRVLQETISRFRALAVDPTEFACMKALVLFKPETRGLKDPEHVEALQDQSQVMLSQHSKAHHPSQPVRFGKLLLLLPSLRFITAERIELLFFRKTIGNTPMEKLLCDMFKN
PDI inh: inhibitors of human protein disulfide isomerase. PDI insulin aggregation turbidity, A650, 90 min. hit rate 0.052% among 350,000. AID 588391. inhibition, % at 10 µM;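 active = mean inhibition across replicates of 30% or more, whatever share of single replicates reach that level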;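 also: absorbance from insulin aggregation driven by PDI reduction with DTT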
Target sequence (P07237 whole entry, looked up): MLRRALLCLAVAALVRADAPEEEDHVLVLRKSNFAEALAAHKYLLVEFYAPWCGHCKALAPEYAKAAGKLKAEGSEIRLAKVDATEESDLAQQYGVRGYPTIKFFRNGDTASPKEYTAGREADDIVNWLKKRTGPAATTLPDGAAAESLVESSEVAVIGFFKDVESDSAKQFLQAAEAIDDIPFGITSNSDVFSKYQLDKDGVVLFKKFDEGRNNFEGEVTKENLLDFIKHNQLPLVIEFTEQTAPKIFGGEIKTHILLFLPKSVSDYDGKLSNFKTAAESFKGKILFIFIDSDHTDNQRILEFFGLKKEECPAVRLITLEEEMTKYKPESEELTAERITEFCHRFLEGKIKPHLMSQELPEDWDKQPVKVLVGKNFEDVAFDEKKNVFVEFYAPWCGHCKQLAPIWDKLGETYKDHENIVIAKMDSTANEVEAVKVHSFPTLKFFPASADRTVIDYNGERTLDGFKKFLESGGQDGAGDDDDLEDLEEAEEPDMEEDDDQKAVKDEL
Peg3 prom inh: Peg3 promoter activity inhibition; hit rate 1.7% among 360,000; AID 588405; HeLa PEG-Prom luciferase reporter, luminescence, overnight; inhibition, % at 20 µM;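 active = inhibition of at least 50% at 20 µM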
NR2E3 ag-2: activates human photoreceptor nuclear receptor NR2E3; AID 2300; hit rate 0.12% among 320,000; inhibition of corepressor binding, % at 4.78 µM; GST-NR2E3/biotin-RetCOR TR-FRET, 1536-well;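 active = percent inhibition above the cutoff of mean plus 3 SD of all tested compounds, set per screening campaign, cut at about 20% in these data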;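 also: 0% = DMSO wells and 100% = biotin wells as full block of FRET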
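Test system – NR2E3–RetCOR corepressor complex · Quantity – NR2E3 fusion 1.35 nM · Buffer or medium – Tris pH 7.5 · Incubation – Compound–protein incubation for 5 h at 4 °C · Technique – TR-FRET, Eu(K)-anti-GST donor, streptavidin-D2 acceptor, ex 340, em 617/671 nm · Evaluation – percent inhibition of 671/617 nm emission ratio versus biotin and DMSO controls · Plate – 1536-well format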
Shn3 3UTR inh: inhibitors of Schnurri-3 3'UTR reporter in osteoblasts. hit rate 0.52% among 360,000. Clone20 osteoblast Shn3 3'UTR firefly luciferase, 24 h. inhibition, % at 12.5 µM;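 active = mean inhibition of at least 75% with every replicate also reaching 75%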;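 also: 0% = median of neutral control wells and 100% = pilot-screen positive control compound; some compounds past the cut are filed as inactive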
CaV13 FRET inh: Disruptors of the CACNA1D IQ motif to Ca2+-dependent inactivation inhibitor domain association, primary screening, Förster resonance energy transfer in intact living …; HEK cells, CFP/YFP FRET ICDI-IQ, plate reader, 10 min; percent FRET-ratio fall versus neutral wells; inhibition, % at 12.3 µM; hit rate 0.098% among 340,000; AID 743397;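 active = mean replicate inhibition of at least 30% and at least 1% of replicates passing that level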;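 also: 0% = median of the neutral control wells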
HIF-2a inh: blocks HIF-2a reporter activity; 786-0 RCC cells HIF-2a reporter, luciferase luminescence, overnight; inhibition, % at 18.8 µM; hit rate 0.72% among 360,000; AID 624352;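 active = inhibition of the luminescence signal of 40% or more relative to plate controls, in a single-dose primary screen at 18.75 µM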
The depositor's hits bear a star; nt = no result given.

SMILES | KKLEB tox | CF NFkB inh | Vif imaging | TRPM1 prom inh | NR2E3 ag-1 | PDI inh | Peg3 prom inh | NR2E3 ag-2 | Shn3 3UTR inh | CaV13 FRET inh | HIF-2a inh
Cc1cc(C)cc(NC(=O)N2CCCC2C(=O)Nc2ccc(-n3cnnn3)c(C)c2)c1 (configuration not stated) | -20 | 3 | -5 | 10 | 29 | 12 | 6 | 3 | -10 | nt | 15
O=C(O)c1cccc(CSc2ncccn2)c1 | 1 | -4 | -6 | -7 | -32 | -2 | -6 | 0 | -14 | -10 | -7
CC(=O)c1c(OC(=O)c2ccccc2)c2ccccc2n1C | 4 | -11 | 1 | 14 | -17 | 9 | -4 | 0 | -4 | nt | -6
COc1cc2c(cc1OC)C(COc1ccc(F)cc1)NCC2 (configuration not stated) | -6 | 30 | 0 | 2 | -9 | 1 | -26 | 1 | -17 | -3 | 1
CCCCNC(=O)N(O)C1N(/N=C/c2ccccc2OC)C(=S)SC1(C)C (configuration not stated) | 9 | 8 | -10 | 5 | 3 | -2 | 18 | 0 | 9 | -3 | 11
CCc1nnc(NC(=O)CSc2nnc3ncccn23)s1 | 4 | 4 | 3 | -7 | -17 | 1 | 0 | 3 | -30 | -8 | 2
COc1ccccc1OCCNC(=O)C1CCCCC1 | -4 | -14 | -1 | -11 | -3 | -1 | -1 | 2 | 1 | -3 | -1
CC1CC(C)CN(C(=O)C2CCCN(S(=O)(=O)c3cnc[nH]3)C2)C1 (configuration not stated) | -5 | 14 | 2 | 5 | -10 | -1 | 15 | 3 | 4 | -6 | 8
Cc1cc[n+](CC(=O)c2ccc3c(c2)OCCO3)cc1 | -12 | -2 | 30 | -7 | -5 | -3 | 6 | 3 | -13 | -3 | 12
O=C(COC(=O)c1ccc(O)cc1O)Nc1ccc2c(c1)OCCO2 | 2 | -3 | -8 | -95 | -73 | -1 | -223 | 0 | 71 | -2 | -63
Cc1ccc(CSc2nnc(NC(=O)C3=COCCO3)s2)cc1 | 5 | -10 | -1 | -14 | -71 | -11 | -114 | 4 | -13 | -15 | -125
CNC(=O)c1ccsc1NC(=O)c1ccc(S(=O)(=O)N2CCOCC2)cc1 | -13 | 15 | -12 | 3 | -17 | -2 | 14 | -1 | 25 | -3 | 13
C#CCN(Cc1ccco1)C(=O)c1cc(COc2cccc3cccnc23)on1 | 12 | -2 | 6 | nt | -32 | -3 | -17 | nt | -1 | -4 | -24
O=C(O)c1cccc(NS(=O)(=O)c2ccc(Cl)c(C(=O)O)c2)c1 | -5 | 9 | -15 | 4 | -16 | 3 | 2 | -1 | -12 | -5 | 4
CC(C)Nc1ncnc2ccc(Br)cc12 | -7 | 70* | -6 | 9 | 47 | -9 | 26 | -1 | 78 | -5 | 28

3 entries from above, with two lines to a compound.
Results follow in this order: KKLEB tox | CF NFkB inh | Vif imaging | TRPM1 prom inh | NR2E3 ag-1 | PDI inh | Peg3 prom inh | NR2E3 ag-2 | Shn3 3UTR inh | CaV13 FRET inh | HIF-2a inh
C#CCN(Cc1ccco1)C(=O)c1cc(COc2cccc3cccnc23)on1
 : 12 | -2 | 6 | nt | -32 | -3 | -17 | nt | -1 | -4 | -24
O=C(O)c1cccc(NS(=O)(=O)c2ccc(Cl)c(C(=O)O)c2)c1
 : -5 | 9 | -15 | 4 | -16 | 3 | 2 | -1 | -12 | -5 | 4
CC(C)Nc1ncnc2ccc(Br)cc12
 : -7 | 70* | -6 | 9 | 47 | -9 | 26 | -1 | 78 | -5 | 28

More compounds
SMILES | KKLEB tox | CF NFkB inh | Vif imaging | TRPM1 prom inh | NR2E3 ag-1 | PDI inh | Peg3 prom inh | NR2E3 ag-2 | Shn3 3UTR inh | CaV13 FRET inh | HIF-2a inh
NS(=O)(=O)c1ccc(NC(=O)/C=C/c2ccccc2Cl)cc1 | -4 | 14 | -4 | -13 | -27 | -7 | -65 | -2 | -4 | -6 | -38
CN1CCC(=NNC(=O)C(=O)Nc2ccccc2)CC1 | -3 | -2 | 4 | -20 | -28 | 10 | -43 | 5 | -30 | -6 | -59
Cc1nn(C)c(C(=O)NC(=S)Nc2ccccc2O)c1Cl | 16 | 8 | -2 | 12 | -23 | 2 | 6 | -2 | -4 | -3 | 0
COc1ccc(S(=O)(=O)Nc2cc(C(=O)NCCC(C)C)ccc2N2CCOCC2)cc1 | 2 | 8 | 12 | -4 | 0 | -1 | 13 | 2 | 11 | -4 | 17
CC(C)S(=O)(=O)N1CCCC(c2cc(C(=O)NCc3ccccc3)no2)C1 (configuration not stated) | -12 | 6 | 18 | nt | -5 | -12 | 8 | nt | 4 | -4 | -29
COC(=O)c1cc(S(=O)(=O)NCc2ccc(S(N)(=O)=O)cc2)oc1C | -1 | 11 | 8 | 9 | -13 | -1 | 12 | 0 | -1 | -21 | 4
CC(C)c1ccc(S(=O)(=O)N2CCN(C(=O)[C@@H]3CCCN3C(=O)c3cccs3)CC2)cc1 | -6 | 6 | -3 | 0 | -10 | -2 | 1 | nt | -16 | -6 | 16
CCOC(=O)CCC(=O)N(CCN(C(=O)CCC(=O)OCC)c1ccccc1)c1ccccc1 | -9 | -6 | 0 | -14 | -23 | -12 | 3 | -1 | 9 | -5 | 15
Oc1c(CN2CCOCC2)cc(CN2CCOCC2)c(O)c1CN1CCOCC1 | 12 | -4 | 2 | 9 | 6 | 4 | -3 | nt | -7 | -6 | 2
CC(=O)c1cccc(-c2ccc3c(c2)C(C)(Cc2ccccc2C#N)C(=O)N3)c1 (configuration not stated) | -4 | -29 | -16 | nt | -3 | -6 | 6 | nt | 59 | -3 | -1
CC1CCN(S(=O)(=O)c2cn(CC(=O)N3CC(C)CC(C)C3)c(=O)c3ccccc23)CC1 (configuration not stated) | -13 | 5 | -5 | 5 | 17 | -2 | -5 | 2 | -11 | -5 | 4
COc1cccc(OCCSc2nc3ccccc3c(=O)[nH]2)c1 | -6 | 14 | 3 | -15 | -9 | -8 | -68 | 6 | -1 | -2 | -83
COc1cccc(CN(C)CCCn2cnc3c(OC)ncnc32)c1 | -1 | 1 | 7 | nt | -10 | 6 | -2 | nt | 13 | -6 | -21
COc1ccc(OC)c(C(C)NC(=O)C(C)n2cc([N+](=O)[O-])cn2)c1 (configuration not stated) | 1 | -11 | -13 | 16 | -13 | -1 | 9 | 2 | 5 | -5 | 9
O=C(COC(=O)/C=C/c1ccccc1Cl)NC(=O)NC1CCCC1 | 11 | -19 | -2 | 3 | 5 | 0 | -6 | nt | -4 | -7 | 0
CCOC(=O)C1(CCCc2ccccc2)CCN(CC(O)CO)CC1 (configuration not stated) | -1 | 22 | -11 | 12 | 9 | 9 | 14 | -2 | -5 | -6 | 8
CCOC(=O)c1c(NC(=O)C(Sc2ccccc2)c2ccccc2)sc(C(=O)N(C)C)c1C (configuration not stated) | -18 | 46 | nt | 11 | 18 | -2 | 18 | -3 | 76 | -6 | 16
CC(C)(C)NC(=O)CSc1nc(O)cc(=O)[nH]1 | 22 | -20 | -2 | 7 | -3 | 9 | 10 | -3 | 1 | -15 | 41*
CSc1cc(N2CCOCC2)nc(-c2ccccc2Cl)n1 | 1 | -11 | -9 | 10 | -9 | 6 | 10 | 3 | 0 | -4 | 23
COc1ccccc1CNC(=O)CSc1nc(C)cs1 | 0 | 5 | -4 | 2 | 8 | 3 | 11 | 0 | -7 | -5 | -16
CCCn1c(SCC(=O)c2[nH]c(C)c(C(C)=O)c2C)n[nH]c1=O | 1 | 9 | 3 | 9 | -31 | 3 | 8 | 2 | 1 | -5 | 14
COc1ccccc1NC(=O)C(Sc1ccccc1)c1ccccc1 (configuration not stated) | 4 | 2 | 0 | -9 | 16 | 2 | 7 | 0 | 9 | -2 | 10
O=S(=O)(c1ccccc1)c1ccc(C(F)(F)F)cn1 | 9 | -1 | 0 | -5 | -8 | -5 | 10 | 0 | -15 | -2 | 13
Cc1cc([N+](=O)[O-])ccc1Nc1nc2ccccc2n2cnnc12 | -14 | -20 | 7 | -11 | -5 | -4 | 5 | -2 | 1 | -20 | -8
CN1C(=S)N(c2cccnc2)C(=O)/C1=C\c1ccc(C(C)(C)C)cc1 | -25 | 44 | 2 | -15 | -17 | 0 | 3 | 1 | 10 | 9 | -16
Cc1ccc(Nc2ccccc2)cc1 | 8 | -20 | 19 | -8 | 5 | 0 | 3 | 0 | -13 | -4 | -9
CCC(Sc1nc2ccccc2c(=O)n1CCN1CCOCC1)C(=O)NCc1cccnc1 (configuration not stated) | 2 | -1 | -3 | 0 | 0 | 9 | -4 | -2 | -14 | -6 | 12
CC1CCN(C(=O)c2[nH]cnc2C(=O)N[C@@H](C)C(=O)OC(C)(C)C)CC1 | 4 | -3 | -1 | -6 | -20 | -5 | -13 | -3 | -13 | -2 | 6
CC/C(=N\NC(=S)NC(C)C)c1ccc(OC(F)F)cc1 | -4 | 4 | 19 | 12 | 36 | -1 | 20 | 6 | 21 | -2 | 15
COc1ccc(/C=N/NC(=O)c2ccncc2)cc1CN1CCN(c2ccc(F)cc2)CC1 | 9 | -14 | -2 | -4 | 1 | -2 | -2 | 1 | 1 | -1 | 16
Cc1cc2c(nn1)CCc1nonc1-2 | -3 | -4 | 3 | 3 | -21 | 3 | 6 | 3 | -6 | -4 | 5

Exported as tab-separated lines: part of the list above.
Compound	KKLEB tox	CF NFkB inh	Vif imaging	TRPM1 prom inh	NR2E3 ag-1	PDI inh	Peg3 prom inh	NR2E3 ag-2	Shn3 3UTR inh	CaV13 FRET inh	HIF-2a inh
COc1ccccc1NC(=O)C(Sc1ccccc1)c1ccccc1 (configuration not stated)	4	2	0	-9	16	2	7	0	9	-2	10
O=S(=O)(c1ccccc1)c1ccc(C(F)(F)F)cn1	9	-1	0	-5	-8	-5	10	0	-15	-2	13
Cc1cc([N+](=O)[O-])ccc1Nc1nc2ccccc2n2cnnc12	-14	-20	7	-11	-5	-4	5	-2	1	-20	-8
CN1C(=S)N(c2cccnc2)C(=O)/C1=C\c1ccc(C(C)(C)C)cc1	-25	44	2	-15	-17	0	3	1	10	9	-16
